Source: PubChem (several laboratories)
NTR1 ag = agonists of NTR1, primary screen, imaging, U2OS cells, beta-arrestin-GFP, high content (AID 493036); NTR1-U2OS beta-arrestin-GFP spot imaging, agonist mode; activation, % at 20 µM; 0.17% of 330,000 active;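 active = activation at or above 40% of the spot to cytoplasm intensity ratio, with at least 20 cells analyzed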;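 also: 0% = DMSO without peptide and 100% = 100 nM NTR1 peptide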
Target sequence (P30989 whole entry, looked up): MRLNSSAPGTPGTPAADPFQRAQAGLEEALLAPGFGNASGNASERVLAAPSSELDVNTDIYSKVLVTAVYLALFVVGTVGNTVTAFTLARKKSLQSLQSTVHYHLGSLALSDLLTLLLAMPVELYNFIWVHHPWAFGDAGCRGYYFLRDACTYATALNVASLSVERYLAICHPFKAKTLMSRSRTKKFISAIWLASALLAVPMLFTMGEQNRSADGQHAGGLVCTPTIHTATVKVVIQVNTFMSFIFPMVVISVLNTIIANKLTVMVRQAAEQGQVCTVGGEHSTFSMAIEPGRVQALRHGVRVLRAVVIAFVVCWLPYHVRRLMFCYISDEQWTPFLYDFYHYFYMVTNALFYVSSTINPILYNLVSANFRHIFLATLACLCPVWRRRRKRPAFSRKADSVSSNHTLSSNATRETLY
Myeloid diff 2 = myeloid differentiation induction; ER-HoxA9 myeloid progenitors, lysozyme-GFP differentiation, flow cytometry; calls only at 10 µM; 1% of 360,000 active;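 active = normalized GFP-positive differentiation at or above the plate's own cutoff, the solvent-only control mean plus 3 SD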;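 also: cells exposed to compound for four days before flow analysis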
T cell HTS = modulates CD8 T cell binding to vesicles | calls only at 7 µM | 2C CD8+ T cell-vesicle binding, flow cytometry; hits give low values | AID 2052 | 0.068% of 330,000 active;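 active = response, share of CD8 T cells binding vesicles, and their 90th percentile fluorescence all below set limits, cut at about 80% in these data, passing the limit was not always enough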
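Benchmarks: naked versus QL9-loaded vesicles / Assay system: purified 2C TCR transgenic mouse naive CD8+ T cells / Technique: high-throughput flow cytometry with anti-B7-1 and anti-CD8 staining / Timing: Cell–vesicle co-incubation 1.5 h at 37 °C, staining 20 min on ice / Read-out: percent CD8+ FL2 mean versus row control / Probe or stimulus: QL9-loaded Drosophila micro-vesicles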
T cell HTS vesicle-bound % = recorded beside T cell HTS, whose call it bears; double positive events, %; measured here: CD8+ vesicle-bound cell fraction;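 binding gate set so that unloaded-vesicle control wells show 10% double positive cells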
NTR1 ag cell count 20 µM = further read-out of NTR1 ag, marked with its call; cell count; measured here: cell count, cytotoxicity flag
Myeloid diff 2 GFP+ MAC1+ % = recorded beside Myeloid diff 2, whose call it bears; GFP+ MAC1+ double positive, %; measured here: differentiation confirmed by MAC1 staining
The depositor's hits bear a star; i = inactive. Some of the compounds tested (hit frequency here may not be typical).

Molecule,NTR1 ag cell count 20 µM,T cell HTS,Myeloid diff 2,T cell HTS vesicle-bound %,NTR1 ag,Myeloid diff 2 GFP+ MAC1+ %
COc1cc(OC)cc(-c2c(-c3ccc(F)cc3)c3cc(-c4ccc(SC)cc4)ccc3n2C)c1,55,i,i,12.7,0.4,0.7
Cc1ccc(-c2nc(C)sc2CC(=O)OCC(=O)Nc2ccc(F)c(Cl)c2)cc1,51,i,i,53.4,0.4,1.2
COc1cccc(CNC(=O)Cc2csc(NC(=O)Nc3ccccc3OC)n2)c1,66,i,i,33.8,0.5,0.6
COc1cccc(COC(=O)C2CCN(S(=O)(=O)c3ccc(C)cc3)CC2)c1OC,51,i,i,44.8,1.1,0.6
Cc1ccc(Cn2c(C(C)Nc3nc(-c4ccc(F)cc4)cs3)nc3cc(C(F)(F)F)ccc32)cc1 (stereo not drawn),93,i,i,40.1,1.1,0.2
NC(=O)C1CCN(C(=O)CN(c2ccc3c(c2)OCCO3)S(=O)(=O)c2ccccc2)CC1,48,i,i,25.2,1.0,0.4
CCC(C)c1ccccc1N1CC(C(=O)N(C)CC(=O)Nc2cccc(F)c2)CC1=O (stereo not drawn),56,i,i,26.8,0.3,0.9
COc1cccc(NC(=O)COC(=O)C2CC(=O)N(c3ccc(C)cc3)C2)c1 (stereo not drawn),61,i,i,21.2,0.8,0.9
Cc1cc(C)cc(NC(=O)C(c2ccccc2)N2CCN(CC(=O)NC3CC3)CC2)c1 (stereo not drawn),66,i,i,53.3,-1.0,1.0
O=C(COC(=O)C1CCN(S(=O)(=O)c2c(Cl)cccc2Cl)CC1)NCc1ccco1,64,i,i,33.1,-0.5,0.9
COc1ccc(COn2nnc3ccc(S(=O)(=O)N4CCOCC4)cc32)cc1F,55,i,i,29.1,0.3,0.8
O=C1C=C(c2ccoc2)N2CCC[C@H]2C1,47,i,i,28.1,-0.7,4.0
CN(C(=O)c1ccccc1Br)C1CCS(=O)(=O)C1 (stereo not drawn),55,i,i,19.2,-0.7,0.7
O=C(CN1C(=O)NC2(CCOc3ccccc32)C1=O)NCCc1ccccc1 (stereo not drawn),63,i,i,55.2,0.2,0.4
COc1ccc(S(=O)(=O)N2CCC3(CC2)OCCN3S(=O)(=O)c2ccccc2)cc1OC,77,i,i,22.3,0.4,0.3
COC(=O)c1c(-c2ccc(OC)cc2)sc2ccc(-c3ccc4c(c3)OCO4)cc12,44,i,i,13.7,0.4,2.4
CC1(C)C/C(=N/Nc2ccc([N+](=O)[O-])cc2[N+](=O)[O-])C(C)(C)O1,43,i,i,55.2,0.6,0.6
Cc1ccc(S(=O)(=O)N2CCCCC2CCNC(=O)C(=O)NCc2ccncc2)cc1 (stereo not drawn),57,i,i,17.1,0.8,0.3
CCc1nc2ccccc2c(C(=O)OCc2nc3ccccc3c(=O)[nH]2)c1C,68,i,i,25.3,4.9,1.4
Cc1cc2nc3n(c2cc1C)CC1CC(C(=O)NCc2ccccc2)N(C)C31 (stereo not drawn),85,i,i,18.9,-1.3,0.4

Given with two lines to a compound: 2 of the compounds above
Results follow in this order: NTR1 ag cell count 20 µM	T cell HTS	Myeloid diff 2	T cell HTS vesicle-bound %	NTR1 ag	Myeloid diff 2 GFP+ MAC1+ %
COc1cccc(NC(=O)COC(=O)C2CC(=O)N(c3ccc(C)cc3)C2)c1 (stereo not drawn)
    61	i	i	21.2	0.8	0.9
Cc1cc(C)cc(NC(=O)C(c2ccccc2)N2CCN(CC(=O)NC3CC3)CC2)c1 (stereo not drawn)
    66	i	i	53.3	-1.0	1.0

New compounds follow.
Molecule,NTR1 ag cell count 20 µM,T cell HTS,Myeloid diff 2,T cell HTS vesicle-bound %,NTR1 ag,Myeloid diff 2 GFP+ MAC1+ %
Cc1ccc(N(C)S(=O)(=O)c2cccc(C(=O)OCC(=O)N3CCCC(C)C3)c2)cc1 (stereo not drawn),32,i,i,15.4,0.1,0.9
Cc1ccccc1NS(=O)(=O)c1ccc(C(=O)NCCCN2CCOCC2)cc1,72,i,i,44.3,1.4,0.6
CCN1C(=O)Nc2cccc3cccc1c23,32,i,i,52.7,-0.9,0.4
COc1ccc(OC)c(NC(=O)COC(=O)CCC2CCCC2)c1,69,i,i,55.2,-0.4,0.5
O=C(CSc1nnc2ccccn12)NC(=O)c1cccc([N+](=O)[O-])c1,51,i,i,36.9,0.5,0.5
COc1ccc(NC(=O)c2ccc(Cl)nc2)cc1S(=O)(=O)N1CCOCC1,91,i,i,37.2,-0.6,0.6
CCN(CC)CCCn1c2c(c(SCC(=O)N3CCCc4ccccc43)nc1=O)CCC2,60,i,i,7.4,-1.2,1.0
CCCCn1c(=O)cc(C)n(-c2ccccc2)c1=O,54,i,i,12.1,-0.3,0.4
O=C(COC(=O)/C=C/c1cccc([N+](=O)[O-])c1)Nc1ccc(Cl)cn1,63,i,i,13.7,0.5,0.6
CCOc1cc(N2CCOCC2)c(OCC)cc1NC(=O)c1nn(CC)c(=O)c2ccccc12,57*,i,i,32.3,44.8*,0.2
COc1ccc(Cc2nnc(SCC(=O)c3ccc4c(c3)OCO4)o2)cc1,64,i,i,48.5,1.0,1.0
CN(C(=O)c1ccc(NC(=O)Cc2cccc(NC(=O)C3CCCN(C(=O)C4CCCCC4)C3)c2)cc1)C1CCCC1 (stereo not drawn),67,i,i,17.7,2.2,1.3
COCc1c(C(=O)NC2CCCCC2)sc2cccc(F)c12,67,i,i,3.6,2.5,0.6
CCN(CC(=O)Nc1ccccc1C(F)(F)F)C(=O)c1ccccc1Cc1ccccc1,62,i,i,26.4,0.1,1.1
Cc1ccc(S(=O)(=O)N2CCC(C(=O)OCC(=O)N(Cc3ccccc3)C(C)(C)C)CC2)cc1C,56,i,i,31.2,3.4,0.3
CC(=O)Nc1ccc(S(=O)(=O)NC(C)c2ccncc2)cc1 (stereo not drawn),67,i,i,35.8,-0.7,2.1
CC(C)c1ccc(NC(=O)C2C3C=CC(CC3)C2C(=O)O)cc1 (stereo not drawn),45,i,i,13.1,0.1,0.4
Cn1c(CC(=O)NNC(=O)c2ccccc2F)nc2ccccc21,53,i,i,38.9,0.8,0.2
O=C(NCCC1CCCCN1S(=O)(=O)c1ccc(F)cc1)C(=O)NC1CCCC1 (stereo not drawn),62,i,i,29.9,0.9,0.6
O=C(COC(=O)CNC(=O)c1ccccc1)NC1CCCCC1,61,i,i,8.5,-0.1,0.6
Cc1ccc(S(=O)(=O)Nc2ccc3nc(C)sc3c2)c(C)c1,50,i,i,6.3,-1.1,1.0
COc1ccc(C(=O)OCc2cc(=O)n3ccsc3n2)cc1F,51,i,i,52.9,0.1,0.6
Cc1ccc(NC(=O)C(C)SCC(=O)Nc2ccc(F)cc2)cc1S(=O)(=O)N1CCOCC1 (stereo not drawn),59,i,i,14.1,0.1,1.3
O=C(CN1C(=O)NC(Cc2c[nH]c3ccccc23)C1=O)NC1CCCCC1 (stereo not drawn),78,i,i,4.5,-0.5,0.8
COc1ccccc1-c1nnc(SC(C)C(=O)Nc2ccc(C(N)=O)cc2)o1 (stereo not drawn),70,i,i,27.9,0.9,0.4
COCCN(C(=O)COC(=O)C1CC1)c1c(N)n(Cc2ccccc2)c(=O)[nH]c1=O,61,i,i,26.3,0.6,0.7
O=C(COC(=O)c1cccc(Cl)c1)NCc1ccccc1,97,i,i,36.3,1.2,1.2
O=C(COC(=O)Cc1c(F)cccc1Cl)NC(=O)Nc1ccccc1F,56,i,i,55.6,0.9,0.2
CC(=O)c1ccc(OCC(=O)N(CCC2=CCCCC2)c2c(N)n(Cc3ccccc3)c(=O)[nH]c2=O)cc1,68,i,i,44.1,2.9,0.4
CCN1C(=O)NC(c2ccccc2)C1=O (stereo not drawn),55,i,i,64.0,3.8,3.2
CC1Cc2ccccc2N1S(=O)(=O)c1cccc(C(=O)NCc2ccco2)c1 (stereo not drawn),61,i,i,43.6,-1.2,0.5
O=C1C=C(c2cccc(O)c2)CCC1,84,i,i,49.1,-1.6,2.1
CCOC(=O)c1cc(-c2ccccc2C)nn1CC1CC(c2cccnc2)=NO1 (stereo not drawn),59,i,i,14.2,0.3,0.4
Cc1ccc(C)c(S(=O)(=O)NCCC(=O)N2CCCC(C(N)=O)C2)c1 (stereo not drawn),90,i,i,24.1,-1.9,0.7
O=C(NC1CCCC1)c1cccc(S(=O)(=O)N2CCCC2)c1,79,i,i,44.0,-1.0,0.8
Cc1ccc(NC(=O)CSCC(=O)NNC(=O)c2nn(C)c(=O)c3ccccc23)cc1,53,i,i,46.9,-0.2,0.8
CCC(=O)NC(C)c1cc(Cl)c2ccccc2c1O (stereo not drawn),56,i,i,28.4,-1.1,0.9
CCN(C(=O)COC(=O)c1ccc2ccccc2c1)c1c(N)n(Cc2ccccc2)c(=O)[nH]c1=O,63,i,i,31.8,-1.7,0.3
CCC(C)Sc1ccc([C@H]2N[C@@](C)(C(=O)OC)[C@H]3C(=O)N(CC)C(=O)[C@@H]23)cc1OC (stereo partly drawn),56,i,i,14.9,-1.6,0.7
CN(CC(=O)Nc1cccc(C(F)(F)F)c1)C1=NS(=O)(=O)c2ccccc21,65,i,i,31.3,-1.0,1.8
NC(=O)C1CCN(C(=O)c2cc(-c3ccc(Cl)cc3)nc3ccccc23)CC1,89,i,i,41.7,-0.6,0.6
CC(C)CN(C(=O)CCNC(=O)c1ccccc1Cl)C1CCS(=O)(=O)C1 (stereo not drawn),68,i,i,34.9,0.2,0.8
COc1cccc(/C=C/C(=O)OCC(=O)N(C)CC(=O)Nc2ccccc2Cl)c1OC,42,i,i,37.0,0.6,0.2
O=C(COC(=O)C1CC2C=CC1C2)Nc1c(Br)cc([N+](=O)[O-])cc1Br (stereo not drawn),52,i,i,47.1,4.1,0.8
COc1cccc(NC(=O)CN(C)C(=O)C2CC3C=CC2C3)c1 (stereo not drawn),53,i,i,39.6,1.2,1.0
CC(C)(C)C(=O)CSc1ccc(S(=O)(=O)N2CCCC2)cn1,68,i,i,26.7,1.0,1.6
CCOc1cc(N2CCOCC2)c(OCC)cc1NC(=O)c1[nH]c(C)c(C(C)=O)c1C,58,i,i,26.7,2.8,0.1
COc1ccc(S(=O)(=O)N2CCOCC2)cc1NC(=O)COC(=O)c1ccc([N+](=O)[O-])s1,62,i,i,27.6,12.7,1.5
CCCN(C(=O)CCOc1ccc(C(C)(C)C)cc1)c1c(N)n(Cc2ccccc2)c(=O)[nH]c1=O,66,i,i,37.5,6.8,0.3
CCCCN(C(=O)c1cccc(S(=O)(=O)N2CCN(C)CC2)c1)c1c(N)n(CCC)c(=O)[nH]c1=O,64,i,i,29.9,-1.3,1.0

Part of the list above, limited to NTR1 ag and T cell HTS:
| Structure | NTR1 ag | T cell HTS |
| --- | --- | --- |
| COc1ccc(S(=O)(=O)N2CCOCC2)cc1NC(=O)COC(=O)c1ccc([N+](=O)[O-])s1 | 12.7 | i |
| NC(=O)C1CCN(C(=O)c2cc(-c3ccc(Cl)cc3)nc3ccccc23)CC1 | -0.6 | i |
| O=C(COC(=O)C1CC2C=CC1C2)Nc1c(Br)cc([N+](=O)[O-])cc1Br (stereo not drawn) | 4.1 | i |
| COc1cccc(/C=C/C(=O)OCC(=O)N(C)CC(=O)Nc2ccccc2Cl)c1OC | 0.6 | i |
| CC(C)CN(C(=O)CCNC(=O)c1ccccc1Cl)C1CCS(=O)(=O)C1 (stereo not drawn) | 0.2 | i |
| CCCN(C(=O)CCOc1ccc(C(C)(C)C)cc1)c1c(N)n(Cc2ccccc2)c(=O)[nH]c1=O | 6.8 | i |

Later entries.
Molecule,NTR1 ag cell count 20 µM,T cell HTS,Myeloid diff 2,T cell HTS vesicle-bound %,NTR1 ag,Myeloid diff 2 GFP+ MAC1+ %
COc1ccc(CC(=O)N(C)CC(=O)Nc2ccc(F)cc2)cc1S(=O)(=O)N1CCOCC1,54,i,i,31.7,-1.9,0.2
CN(C)S(=O)(=O)c1cccc(NC(=O)CCc2nc3sc4c(c3c(=O)[nH]2)CCCC4)c1,56,i,i,38.1,9.8,1.3
COc1ccccc1Oc1ccc(NC(=O)Cc2ccccc2)cc1,53,i,i,24.7,0.6,0.7
CN(C)c1cccc(C(=O)N/N=C/c2ccoc2)c1,42,i,i,30.5,1.7,0.4
COCCN(C(=O)CSCC(=O)Nc1ccc(C)cc1)c1c(N)n(CC(C)C)c(=O)[nH]c1=O,54,i,i,40.8,-0.4,0.7
COc1ccccc1C(=O)NC(=O)COC(=O)Cc1n[nH]c(=O)c2ccccc12,58,i,i,10.4,0.2,0.6
CN(C)N1C(=O)CC(C)(c2ccc([N+](=O)[O-])cc2)C1=O (stereo not drawn),94,i,i,41.2,5.3,1.2
COc1c2c(cc3oc(CO[C@@H]4O[C@H](CO)[C@@H](O)[C@H](O)[C@H]4O)cc(=O)c13)O[C@H](C(C)(C)O)C2,34,i,i,8.4,-3.9,2.1
COc1ccccc1C(=O)NCCC(=O)N(C)CC(=O)Nc1ccccc1Br,73,i,i,55.2,-0.3,0.6
N#Cc1ccc(NC(=S)NC(=O)C2CCCCC2)cc1,46,i,i,35.3,1.2,0.3
